High-throughput results as filed in PubChem BioAssay.
APOBEC3A inh = APOBEC3A ssDNA deaminase inhibitors, primary screen, selectivity assay for APOBEC3G inhibitor project, biochemical, FAM/TAMRA oligo cleavage fluorescence; DNA dC->dU-editing enzyme APOBEC-3A (Homo sapiens), P31941; recombinant A3A, FAM/TAMRA ssDNA deamination fluorescence; inhibition, % at 20 µM; actives 0.41% (n = 330,000); AID 493011, 2011;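 active means at least 40% inhibition at 20 µM here, with at most 30% in a related deaminase screen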;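 further: plate controls were A3A with DMSO for no effect and wells lacking A3A enzyme for full effect; some results filed as inactive read as strong as hits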
Target sequence (P31941 whole entry, looked up): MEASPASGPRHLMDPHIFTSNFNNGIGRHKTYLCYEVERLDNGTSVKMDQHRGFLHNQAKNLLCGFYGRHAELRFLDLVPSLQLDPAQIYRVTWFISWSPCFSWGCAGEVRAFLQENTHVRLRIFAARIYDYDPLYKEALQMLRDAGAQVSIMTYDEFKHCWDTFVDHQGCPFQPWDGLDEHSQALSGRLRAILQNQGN
mIAP block = inhibitors of mouse IAP, primary screen, biochemical, luminescence, uHTS; intestinal alkaline phosphatase [Mus musculus]; purified mouse IAP, CDP-Star luminescence, 30 min; inhibition, % at 10 µM; actives 0.2% (n = 330,000); AID 2806, 2010;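 active means inhibition of at least 40% at 10 µM in the primary screen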;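 further: plate controls were DMSO with enzyme for no effect and no enzyme wells for full effect; values of inactives mirror those of a sister screen read the other way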
SENP1 inh = human SENP1 catalytic domain inhibitors, primary screen, biochemical, FRET, uHTS; inhibition, % at 10 µM; AID 624204, 2012; actives 0.21% (n = 360,000); recombinant SENP1 catalytic domain, CyPet-SUMO1-YPet FRET cleavage;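 active means inhibition at least 30% at 10 µM, raw YFP signal under a set limit, fluorescence ratio 0.5 to 1.5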;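 further: 0% = enzyme with DMSO and 100% = no enzyme wells; some results filed as inactive read as strong as hits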
Target sequence (Q9P0U3 419-644 limits assumed): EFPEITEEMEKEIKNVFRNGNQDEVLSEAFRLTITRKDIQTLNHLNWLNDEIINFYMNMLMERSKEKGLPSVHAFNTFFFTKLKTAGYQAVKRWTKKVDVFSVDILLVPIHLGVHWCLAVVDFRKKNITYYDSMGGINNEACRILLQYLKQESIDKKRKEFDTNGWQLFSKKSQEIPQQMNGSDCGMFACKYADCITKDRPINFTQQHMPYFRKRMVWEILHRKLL
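Assay system: hSENP1 catalytic domain, recombinant. Amount: SENP1 enzyme, 20 pM final. Schedule: 50 min reaction, RT, dark. Technique: FRET, CFP and YFP emission. Control set: no-enzyme wells low, DMSO-plus-enzyme wells high control.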
hIAP activ = human IAP activators, primary screen, biochemical, luminescence, uHTS; activation factor at 10 µM; Intestinal-type alkaline phosphatase (Homo sapiens), P09923; purified human IAP, CDP-Star luminescence, 30 min; active compounds read high; 1 = vehicle-only enzyme, 0 = enzyme-free background; actives 0.16% (n = 330,000);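 active means activation factor of the enzyme at least 2-fold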; further: the source names both 10 and 20 µM as test concentration; values of inactives mirror those of a sister screen read the other way
hIAP inh = human IAP inhibitors, primary screen, biochemical, luminescence, uHTS; Intestinal-type alkaline phosphatase (Homo sapiens), P09923; purified IAP, CDP-Star luminescence, 30 min; inhibition, % at 10 µM; actives 0.12% (n = 330,000);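 active means inhibition reaching a set limit with compound at 10 µM in the primary screen, cut at about 35% in these data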;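 further: plate controls were DMSO wells with enzyme for no effect and no-enzyme buffer wells for full effect; values of inactives mirror those of a sister screen read the other way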
NALP3 yeast inh = NALP3 inflammasome inhibitors in reconstituted yeast, primary screen, luminescence, uHTS; Yeast reconstituted NLRP3/ASC/caspase-1, beta-gal luminescence, 24 h; inhibition, % at 10 µM; actives 0.39% (n = 330,000); AID 2825, 2010;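 active means inhibition of 50% or more; inactive means inhibition below 50%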;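 further: plate controls were induced DMSO wells for no effect and uninduced yeast grown without galactose for full effect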
mIAP activ = activators of mouse IAP, primary screen, biochemical, luminescence, uHTS; activation factor at 10 µM; intestinal alkaline phosphatase [Mus musculus]; actives 0.24% (n = 330,000); muIAP, CDP-Star luminescence, 30 min; active compounds read high; 1 = vehicle-only enzyme signal, 0 = enzyme-free wells;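 active means activation factor of at least 2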; further: the source names both 10 and 20 µM as test concentration; values of inactives mirror those of a sister screen read the other way
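System: mouse IAP enzyme. Reagent: CDP-Star chemiluminescent phosphatase substrate. Benchmarks: DMSO wells, no-enzyme wells. Times: 30 min enzyme-substrate-compound incubation at room temperature. Detection: luminescence from enzymatic CDP-Star hydrolysis. Doses: test compounds delivered from DMSO solution.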
APOBEC3G inh = APOBEC3G DNA deaminase inhibitors, primary screen, biochemical, fluorescence, single-stranded DNA substrate, uHTS | inhibition, % at 20 µM | actives 0.28% (n = 330,000) | recombinant A3G, ssDNA deamination FAM/TAMRA fluorescence | AID 493012, 2011 | DNA dC->dU-editing enzyme APOBEC-3G (Homo sapiens), Q9HC16;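 active means inhibition of at least 40% at 20 µM, with no more than 30% in the related APOBEC3A deaminase screen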;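 further: plate controls were DMSO wells with A3G for no effect and wells lacking A3G enzyme for full effect; some compounds called inactive have numbers as strong as hits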
Target sequence (Q9HC16 whole entry, looked up): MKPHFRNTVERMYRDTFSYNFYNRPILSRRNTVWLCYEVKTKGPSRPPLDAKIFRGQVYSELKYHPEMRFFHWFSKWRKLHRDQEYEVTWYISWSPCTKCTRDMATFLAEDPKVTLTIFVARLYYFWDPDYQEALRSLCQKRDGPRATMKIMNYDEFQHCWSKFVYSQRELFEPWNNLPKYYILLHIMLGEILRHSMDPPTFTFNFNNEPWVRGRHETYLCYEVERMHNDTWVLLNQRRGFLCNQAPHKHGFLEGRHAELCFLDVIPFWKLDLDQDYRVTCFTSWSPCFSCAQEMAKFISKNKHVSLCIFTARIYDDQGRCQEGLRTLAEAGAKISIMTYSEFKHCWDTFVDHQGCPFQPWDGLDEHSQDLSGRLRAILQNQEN
MIN6 prolif = inducers of MIN6 beta-cell proliferation, primary screen, ATP luminescence, uHTS | MIN6 cells proliferation, ATPlite luminescence, 48 h; cells starved in 0.2% serum; 100% = growth in 10% serum | proliferation, % at 10 µM | actives 0.29% (n = 330,000);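 active means compounds whose signal lies at least 3.5 SD above the mean of all wells on their plate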;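 further: 0% = DMSO-treated cells in low-serum medium and 100% = 10% serum control; some compounds called inactive have numbers as strong as hits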
* marks the source's active call; other numbers are inactive results; · = no result given. A portion of the library. The share of hits here may be higher or lower than overall.

[1] Cc1cc(OCC(=O)Nc2ccc(OCc3ccccc3)cc2)nc(C(C)C)n1
[2] CCOC(=O)C1(C)/C(=N/Nc2cccc(Cl)c2)C(=O)C(=O)N1c1ccccc1 (configuration not stated)
[3] COc1ccc(CCNC(=O)C(=O)NCC2CCCN2S(=O)(=O)c2ccc(OC)cc2)cc1 (configuration not stated)
[4] O=P(c1ccccc1)(c1ccccc1)c1nc(-c2ccccc2)oc1N1CCOCC1
[5] CNC(=O)N(O)C1N(C)C(=O)N(Cc2ccccc2)C1(C)C (configuration not stated)
[6] Cc1ccc(-c2nn(-c3ccccc3)cc2/C=C/C(=O)O)o1
[7] COc1cccc(NC(=O)Cn2c3ccccc3c3nc4n(c(=O)c32)CCCS4)c1
[8] Cc1cccc(C(=O)N2CCCC(CCC(=O)N3CCN(c4ccccn4)CC3)C2)c1 (configuration not stated)
assay / entry,1,2,3,4,5,6,7,8
APOBEC3A inh,-2.0,-1.9,-6.6,-4.9,-1.5,4.0,-5.5,-5.4
mIAP block,-8.2,11.0,5.1,-6.4,5.0,3.9,-6.7,9.7
SENP1 inh,1.4,4.3,-2.8,2.1,1.7,-5.2,0.2,0.4
hIAP activ,0.89,0.866,1.07,1.08,0.975,0.982,0.945,1.26
hIAP inh,11.0,13.4,-6.9,-7.8,2.5,1.8,5.5,-26.5
NALP3 yeast inh,24.1,0.4,2.0,10.4,-0.2,19.2,12.3,3.1
mIAP activ,1.08,0.89,0.949,1.06,0.95,0.961,1.07,0.903
APOBEC3G inh,-4.1,18.3,-9.2,-10.9,-4.0,12.0,-3.8,-4.5
MIN6 prolif,-1.8,-5.6,-0.9,0.9,-0.8,-0.3,-0.9,-1.1

[9] CSCCC(NS(=O)(=O)c1ccc(C)cc1)C(=O)NCC(C)(C)N1CCOCC1 (configuration not stated)
[10] CC(NC(=O)c1cccc(N2CCCC2=O)c1)c1ccc2c(c1)OCCO2 (configuration not stated)
[11] N#Cc1cccc(NC(=O)COC(=O)c2ccc[n+]([O-])c2)c1
[12] Cc1cc(C)c(C#N)c(N2CCN(Cc3ccccc3)CC2)n1
[13] COc1cc2c(cc1OC)C(Cc1ccc(O)cc1)NCC2 (configuration not stated)
[14] O=C(COn1nnc2ccc(Cl)cc21)NCc1ccccc1
[15] CCN([C@H](CO)C(C)C)S(=O)(=O)c1ccccc1Br
[16] C[C@H]1CN([C@@H](C)CO)C(=O)c2cccc(NS(=O)(=O)c3ccc(Cl)cc3)c2O[C@@H]1CN(C)CC1CCCCC1
assay / entry,9,10,11,12,13,14,15,16
APOBEC3A inh,-5.0,-3.0,0.6,2.6,-6.8,2.1,0.7,-5.1
mIAP block,8.7,0.4,-4.3,-2.9,4.1,-0.4,4.2,-4.7
SENP1 inh,1.2,-0.4,-12.9,-3.6,-1.1,2.9,0.5,2.1
hIAP activ,0.965,1.02,1.09,0.844,0.883,0.775,·,1.02
hIAP inh,3.5,-2.1,-9.5,15.6,11.7,22.5,·,-2.0
NALP3 yeast inh,4.6,-0.7,-2.3,4.9,8.6,23.7,·,12.0
mIAP activ,0.913,0.996,1.04,1.03,0.959,1,0.958,1.05
APOBEC3G inh,-7.3,-6.1,-2.4,-3.6,-7.0,4.0,0.8,-6.9
MIN6 prolif,-0.6,1.8,1.4,1.8,0.7,-1.0,·,-2.4

Copied from above, compounds 9 to 10
[9] CSCCC(NS(=O)(=O)c1ccc(C)cc1)C(=O)NCC(C)(C)N1CCOCC1 (configuration not stated)
[10] CC(NC(=O)c1cccc(N2CCCC2=O)c1)c1ccc2c(c1)OCCO2 (configuration not stated)
assay / entry,9,10
APOBEC3A inh,-5.0,-3.0
mIAP block,8.7,0.4
SENP1 inh,1.2,-0.4
hIAP activ,0.965,1.02
hIAP inh,3.5,-2.1
NALP3 yeast inh,4.6,-0.7
mIAP activ,0.913,0.996
APOBEC3G inh,-7.3,-6.1
MIN6 prolif,-0.6,1.8

(list continues)
[17] CCNc1nc(NC(C)CC)nc(Oc2ccc(=O)[nH]n2)n1 (configuration not stated)
[18] COc1ccc(Nc2nc3ccccc3n3cnnc23)cc1
[19] S=C(NC1CCCCC1)N1CCN(c2ccccn2)CC1
[20] CCOc1cc(/C=C2/NC(=O)NC2=O)cc(Br)c1OCc1ccc(C(=O)O)cc1
[21] CCOc1ccc(N/C(SCc2cccc([N+](=O)[O-])c2)=C(/C#N)C(N)=O)cc1
[22] COc1cc(/C=N/O)c(Br)cc1OCC(=O)Nc1ccccc1C
[23] N#Cc1ccc(N2CCOCC2)nc1
[24] O=C1c2ccccc2NC(c2ccc(-c3ccccc3F)o2)N1O (configuration not stated)
assay / entry,17,18,19,20,21,22,23,24
APOBEC3A inh,2.2,1.5,-6.8,36.9,-1.2,2.8,-2.4,-4.6
mIAP block,11.6,1.7,-3.8,1.0,7.4,9.9,-7.2,4.1
SENP1 inh,1.3,0.8,-0.9,2.2,-0.5,-5.4,22.3,-4.3
hIAP activ,1.08,0.974,0.871,1.03,0.856,1.04,1.08,0.847
hIAP inh,-7.8,2.6,12.9,-3.4,14.4,-3.7,-7.8,15.3
NALP3 yeast inh,-3.9,15.6,22.2,10.3,-2.7,32.0,-10.4,22.0
mIAP activ,0.884,0.983,1.04,0.99,0.926,0.901,1.07,0.959
APOBEC3G inh,1.6,-3.6,-7.8,-0.6,-6.5,3.4,-5.4,-8.6
MIN6 prolif,-1.9,-3.2,-1.6,-0.7,-4.3,-1.9,-2.1,-6.7

[25] Cc1ccc(C2=C/C(=C/c3cccnc3)C(=O)O2)c(C)c1
[26] CCCS(=O)(=O)N1CCCC(C(=O)Oc2ccc(Cl)cc2)C1 (configuration not stated)
[27] c1ccc2c(Nc3nc(-c4ccncc4)nc4ccccc34)cccc2c1
[28] CC1=C(C(=O)OCc2ccccc2)C(c2ccccc2Cl)NC(=O)N1CCCC(=O)O (configuration not stated)
[29] CC1(C)NC(=O)N(CCOCCOc2ccc3ccccc3c2Br)C1=O
[30] Cc1nc(C(F)(F)F)nc(Nc2ccc(Br)cc2)c1C#N
[31] Cc1ccsc1C(=O)OCc1nnc(-c2ccccc2)o1
[32] COc1ccc(N2C(=O)c3ccccc3NC23CCC(C)CC3)cc1 (configuration not stated)
assay / entry,25,26,27,28,29,30,31,32
APOBEC3A inh,-2.5,-7.1,-3.5,-4.4,-1.6,-11.2,-1.8,0.8
mIAP block,12.4,-3.6,14.0,3.8,1.2,3.1,6.1,11.9
SENP1 inh,-20.8,2.3,0.6,0.6,-0.2,-0.2,1.4,-1.8
hIAP activ,0.856,1.2,1.08,0.953,0.97,0.891,0.919,0.822
hIAP inh,14.4,-20.3,-8.3,4.7,3.0,10.9,8.1,17.8
NALP3 yeast inh,16.0,11.6,4.7,8.7,3.2,7.0,25.4,1.3
mIAP activ,0.876,1.04,0.86,0.962,0.988,0.969,0.939,0.881
APOBEC3G inh,-5.2,-2.6,-7.0,-13.2,-5.1,-1.5,-7.6,-6.9
MIN6 prolif,-1.6,-3.1,-2.8,3.7,-3.7,5.5,2.0,-4.4

[33] CCCC(=O)Nc1ccc2nc(SCC(=O)Nc3nccs3)sc2c1
[34] COc1ccc(NC(=O)COC(=O)c2cc(OC)c(OC)cc2NC(=O)c2ccco2)cc1OC
[35] NC1=NC(c2cccc(Cl)c2)N(CCc2ccc(F)cc2)C(N)=N1 (configuration not stated)
[36] O=C(O)/C=C/C(=O)N1CCN(C(c2ccccc2)c2ccccc2)CC1
[37] NS(=O)(=O)c1cccc(NC(=O)CSc2nn(-c3ccccc3)c(=S)s2)c1
[38] O=C(CCc1nnc2ccc(NCc3ccccc3)nn12)NCC1CCN(C2CCCC2)C1 (configuration not stated)
[39] COc1cc(NC(=S)NCc2ccc(S(N)(=O)=O)cc2)c(OC)cc1Cl
[40] COc1ccccc1N1CCN(C(=O)c2ccc3c(=O)n4c(nc3c2)CCCCC4)CC1
assay / entry,33,34,35,36,37,38,39,40
APOBEC3A inh,27.8,14.6,-1.2,2.1,0.7,-2.8,-1.3,-2.4
mIAP block,0.0,-3.7,-0.6,-6.2,-9.9,2.4,-20.7,-2.5
SENP1 inh,4.8,-3.1,1.1,3.9,1.4,-17.4,0.7,2.0
hIAP activ,1.18,1.06,1.09,0.916,0.97,1.4,0.993,1.14
hIAP inh,-18.0,-6.5,-9.2,8.4,3.0,-39.9,0.7,-14.3
NALP3 yeast inh,2.1,-5.3,4.7,-7.5,9.7,9.1,7.2,-1.8
mIAP activ,1,1.04,1.01,1.06,1.1,0.976,1.21,1.02
APOBEC3G inh,15.5,-2.4,-0.5,1.8,-4.3,-3.6,-4.5,-7.3
MIN6 prolif,-1.5,1.4,-1.5,-5.2,-1.2,0.0,-3.8,-0.3

[41] NNC(=O)c1[nH]c(-c2ccccc2)cc1-c1ccccc1
[42] COc1cc(OC)cc(C(=O)Nc2ccc3c(c2)n(C)c(=O)n3C)c1
[43] Cc1cc(C(=O)CN2CCN(CC(=O)Nc3cccc(F)c3)CC2)c(C)n1C1CC1
[44] CC1CCCCC1NC(=O)c1ccc(-n2cncn2)cc1 (configuration not stated)
[45] CCS(=O)(=O)n1nc(-c2ccc(Cl)cc2)nc1N
[46] O=C(Nc1ccc(OC(F)F)cc1)c1cc(S(=O)(=O)N2CCOCC2)ccc1F
[47] O=C(Nc1c2c(nn1-c1ccccc1)CS(=O)(=O)C2)c1ccc2c(c1)OCO2
[48] Cn1c(=O)c2cc(S(=O)(=O)Nc3cccc(F)c3)ccc2n(C)c1=O
assay / entry,41,42,43,44,45,46,47,48
APOBEC3A inh,-2.5,-2.0,-4.4,-3.2,3.8,-3.3,-4.2,1.7
mIAP block,-13.0,-12.0,8.2,-6.7,10.5,3.6,-3.8,-2.2
SENP1 inh,-30.9,-0.1,-3.6,0.0,0.5,0.0,-0.3,1.1
hIAP activ,0.889,1.06,0.913,1.06,0.999,1.11,1.08,1.03
hIAP inh,11.1,-6.3,8.7,-6.0,0.1,-10.8,-8.4,-3.5
NALP3 yeast inh,13.2,12.6,15.9,23.6,-1.0,13.2,20.1,0.4
mIAP activ,1.13,1.12,0.918,1.07,0.895,0.964,1.04,1.02
APOBEC3G inh,-2.5,-10.5,-7.2,-5.2,2.1,-6.5,-9.9,2.3
MIN6 prolif,-0.4,-2.3,-0.3,-2.0,-0.9,-2.2,0.3,-2.4
